# High-throughput results as filed in PubChem.
# m-calpain inh: blocks pig calpain II enzyme activity; purified calpain II, fluorogenic peptide substrate, 30 min; inhibition, % at 16 µM; hit rate 0.37% among 220,000;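 active = inhibition above about 50%, limit read from the data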
# Runt-SMMHC FRET: blocks binding of human RUNX1 Runt domain to CBFb-SMMHC; Q01196+Q13951; AID 1434; Cerulean-Runt/Venus-CBFb-SMMHC FRET ratio 530/480, 1 h; inhibition, % at 20 µM; hit rate 0.74% among 220,000;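 active = mean inhibition across duplicate retests at 20 µM reaching about 50%, limit read from the data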;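 also: 0% = DMSO wells and 100% = wells with excess untagged CBFb-SMMHC; inhibitors lower the FRET ratio by blocking Runt binding to CBFb-SMMHC; some results filed as inactive read as strong as hits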
# EBV gp42 inh: inhibitors of Epstein-Barr virus glycoprotein 42; Q1HVG2; Fluorescence polarization binding assay, mP read-out; hit rate 0.42% among 220,000; inhibition, % (tested at 21.74 µM); in the data active = inhibition above about 50%
# NCF1 inh: p47phox (human) inhibition; p47phox/p22phox peptide binding, fluorescence polarization, 2 h; inhibition, % at 24.7 µM; hit rate 0.53% among 220,000; AID 1274;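 active = inhibition above about 30%, limit read from the data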;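 also: 0% = p47phox with labelled peptide and 100% = labelled peptide alone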
# p97 ATPase inh: inhibitors of human p97 ATPase. hit rate 0.42% among 220,000. recombinant p97 ATPase, Kinase-Glo ATP luminescence, 3 h. inhibition, % at 8 µM; in the data active = inhibition above about 15%;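 also: 0% = DMSO vehicle and 100% = wells lacking enzyme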
# Target sequence (P55072 whole entry, looked up): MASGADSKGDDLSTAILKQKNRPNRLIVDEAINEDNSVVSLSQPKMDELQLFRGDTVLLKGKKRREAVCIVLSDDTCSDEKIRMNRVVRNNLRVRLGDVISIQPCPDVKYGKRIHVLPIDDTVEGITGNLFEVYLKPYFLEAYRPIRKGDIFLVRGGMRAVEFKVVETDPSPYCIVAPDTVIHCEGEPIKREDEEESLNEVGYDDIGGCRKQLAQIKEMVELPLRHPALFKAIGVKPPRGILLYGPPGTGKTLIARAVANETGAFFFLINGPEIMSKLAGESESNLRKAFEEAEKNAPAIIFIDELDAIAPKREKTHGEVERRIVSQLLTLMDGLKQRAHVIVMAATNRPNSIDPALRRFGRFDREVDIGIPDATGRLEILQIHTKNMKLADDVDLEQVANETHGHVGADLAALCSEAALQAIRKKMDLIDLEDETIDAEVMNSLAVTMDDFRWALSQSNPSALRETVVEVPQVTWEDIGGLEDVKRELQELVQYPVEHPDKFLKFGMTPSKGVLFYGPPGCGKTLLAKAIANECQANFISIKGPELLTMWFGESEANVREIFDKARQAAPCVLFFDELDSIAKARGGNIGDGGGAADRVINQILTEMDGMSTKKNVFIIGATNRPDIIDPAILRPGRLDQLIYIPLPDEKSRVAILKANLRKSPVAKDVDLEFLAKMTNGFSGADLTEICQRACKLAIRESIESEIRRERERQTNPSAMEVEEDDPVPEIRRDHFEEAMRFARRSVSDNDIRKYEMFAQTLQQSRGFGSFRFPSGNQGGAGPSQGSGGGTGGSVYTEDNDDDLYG
# Runt-CBFb FRET: inhibitors of human RUNX1 Runt domain binding to CBFb. Q01196+Q13951. inhibition, % at 20 µM. Cerulean-Runt/Venus-CBFb FRET ratio 530/480, 1 h. hit rate 0.46% among 220,000;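 active = inhibition over about 50% at 20 µM in the single-dose screen, limit read from the data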;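 also: 0% = DMSO wells and 100% = excess unlabeled CBFb competitor control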
#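 Measured by: fluorescence energy transfer, 422 nm excitation, 530/480 nm emission; Assay system: Cerulean-Runt domain; Medium: Tris pH 7.5 buffer with BSA; Measure: loss of energy transfer signal; Controls: 5 µM unlabeled CBFb as full-inhibition high control; Incubation: protein complex preformed 1 h, compound exposure 1 h, room temperature, dark.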
# Furin inh: human furin inhibition | P09958 | purified furin, fluorogenic substrate cleavage | inhibition, % at 30 µM | hit rate 0.061% among 220,000; in the data active = inhibition above about 25%; also: inactives centre near -15
# RBBP9 inh: inhibitors of human serine hydrolase RBBP9; O75884; recombinant RBBP9, FP-Rh probe fluorescence polarization; inhibition, % at 7.94 µM; hit rate 0.2% among 220,000;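 active = inhibition above the campaign mean of all tested compounds plus 3 SD, cut at about 14% in these data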;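 also: plate controls were DMSO wells with RBBP9 for no effect and wells lacking RBBP9 protein for full effect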
#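 system = RBBP9 protein | input = RBBP9 at 2.5 µM in dispensed solution, before mixing | measured by = fluorescence polarization (mP), excitation 525 nm, emission 598 nm | incubation = enzyme-compound preincubation 30 min, then probe labeling 45 min, 25 °C | buffer or medium = Tris-NaCl-Pluronic buffer, pH 8.0 | compound = single dose 7.94 µM | also added = FP-Rh probe, 375 nM dispensing solution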
# Tb hexokinase: T. brucei hexokinase 1 inhibition; recombinant TbHK1, G6PDH-coupled NADH A340; inhibition, % at 10 µM; hit rate 0.11% among 220,000;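 active = inhibition of 50% or more in the single-dose primary screen; inactive = inhibition below 50%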
# The depositor's hits bear a star; i = inactive; · = not tested or not shown; [ ] = dose if it differs, or a comment. Rows were taken by chance; any-hit rate near 2.7%.
SMILES,m-calpain inh,Runt-SMMHC FRET,EBV gp42 inh,NCF1 inh,p97 ATPase inh,Runt-CBFb FRET,Furin inh,RBBP9 inh,Tb hexokinase
Cc1cc(C)nc(N(C#N)Cc2cccc(Cl)c2)n1,-35,-1,-8,-23,-5,0,-29,-1,-1
CC(NC(=O)C1CCCN1S(=O)(=O)c1cccc2cccnc12)c1ccccc1 (centres undefined),-5,2,-18,-13,-2,-1,-25,-9,-2
CCC(C)OC(=O)c1[nH]c2c(c1C)C(=O)CC(c1ccc(N(C)C)cc1)C2 (centres undefined),-18,-1,-2,16,-1,2,-24,-7,0
CN(c1ccc(C(=O)NCCSCc2c(F)cccc2Cl)cc1)S(C)(=O)=O,13,3,-7,-5,2,-3,-25,-5,3
CC(=O)OC1=Cc2c(ccc3ccc(=O)oc23)OC1(C)C,i,5,-22,-11,8,2,-23[20 µM],-1,-3
COC(=O)C(C(=O)OC)N1C(=O)CCC1=O,-3,2,-19,-6,2,1,-21[20 µM],-5,6
S=C(Nc1ccccc1)Nc1cccc(Br)c1,-3,-4,-6,-3,4,4,-20,1,-2
Cc1nc(SCC(=O)NCc2ccccc2)c2oc3ccccc3c2n1,-19,0,9,21,-8,1,-17[20 µM],1,-7
COc1cc(CC(=O)OCC(=O)c2ccc3c(c2)OCCO3)cc(OC)c1OC,-8,0,-12,-7,-1,2,-11[20 µM],-5,-8
CN1CCN(C(=O)c2ccc3c(c2)N(Cc2ccc(Cl)cc2)C(=O)c2ccccc2S3=O)CC1 (centres undefined),-26,2,-13,-11,2,-1,-14,-6,-6
Cc1cc(C)n(-c2ccc(C(=O)Nc3cccnc3)cc2)n1,-9,-1,-13,-7,7,1,-18,-3,-9
Cc1nc(C(F)(F)F)ccc1C(=O)Nc1ccc(C(F)(F)F)cn1,-8,-1,-17,0,4,1,-9,8,-4
COc1cc(Br)c(C(C)NC(=O)c2cccc(Br)c2)cc1OC (centres undefined),34,4,-10,4,-2,-3,-18[20 µM],-2,-2
COc1cc(NC(=O)CSc2ccc3c(c2)OCCO3)cc(OC)c1OC,-7,-4,-20,-10,8,0,-5[20 µM],5,-5
CC1CCN(c2ccccc2N)CC1,-1,-1,-22,1,1,2,-15,2,27
Cc1cccc(N2CCN(c3ccc(NC(=O)/C=C\C(=O)O)cc3)CC2)c1,-31,-7,-11,1,3,14,-16,-4,-9
COc1ccc(/C=C2/N=C3CCCCCN3C2=O)cc1OC,-5,14,-3,1,0,1,-21[20 µM],4,-15
Cn1cnc2c1c(=O)n(CC(O)CO)c(=O)n2C (centres undefined),-16,-1,-3,-14,4,0,-18,-8,-1
O=C(/C=C/c1ccccc1)N1CCN(CC(O)COc2ccccc2)CC1 (centres undefined),-10,1,0,2,-2,-1,-17[20 µM],-2,1
O=C(C(Cc1ccccc1)NS(=O)(=O)c1cccc2cccnc12)N1CCc2ccccc21 (centres undefined),-10,-2,-5,-16,4,-1,-38,-4,-4
CS(=O)(=O)c1ccc2nc(NC(=O)c3ccc(N4C(=O)CCC4=O)cc3)sc2c1,23,5,1,-1,0,-1,-12,-9,-9
CCCC(=O)Nc1nc(-c2ccc(Cl)s2)cs1,0,0,6,-2,4,-1,-12,-9,0
CC(C)CCOP(=O)(c1ccc(N(C)C)cc1)C(O)c1ccccc1F (centres undefined),7,3,-29,0,-8,0,4,-4,27
COc1ccc(NC(=O)COC(=O)c2ccc(OCc3ccccc3Cl)c(OC)c2)c(OC)c1,-2,-1,-12,6,4,-2,-19,-7,-6
CCN(CC)C(=O)Oc1ccc2ccccc2c1Br,3,0,3,-15,0,-3,-36,-4,2
CSc1cccc(NC(=S)N(CCC(C)C)C(C)c2ccncc2)c1 (centres undefined),2,1,-4,-9,0,-1,-7,-1,4
Cc1ccc(NC(=S)N(Cc2ccco2)C(C)c2cccs2)c(Cl)c1 (centres undefined),15,2,-12,-2,-1,3,-21,-1,3
CCOc1ccc(N(CC(=O)NCc2cccs2)S(=O)(=O)c2c(C)noc2C)cc1,-7,0,-10,-14,-4,1,-7,-7,-3
Cc1cc(C(=O)CSc2nnc(-c3cccs3)o2)c(C)n1-c1ccccc1,-68,-7,-27,-59,5,8,-14,9,6
N#Cc1c(NC(=O)CCCl)sc2c1CCCCC2,22,2,-6,-2,-1,1,-14,-5,5

# At a glance, part of the list above:
SMILES,m-calpain inh,Runt-SMMHC FRET,EBV gp42 inh,NCF1 inh,p97 ATPase inh,Runt-CBFb FRET,Furin inh,RBBP9 inh,Tb hexokinase
COc1ccc(NC(=O)COC(=O)c2ccc(OCc3ccccc3Cl)c(OC)c2)c(OC)c1,-2,-1,-12,6,4,-2,-19,-7,-6
CCN(CC)C(=O)Oc1ccc2ccccc2c1Br,3,0,3,-15,0,-3,-36,-4,2
CSc1cccc(NC(=S)N(CCC(C)C)C(C)c2ccncc2)c1 (centres undefined),2,1,-4,-9,0,-1,-7,-1,4
Cc1ccc(NC(=S)N(Cc2ccco2)C(C)c2cccs2)c(Cl)c1 (centres undefined),15,2,-12,-2,-1,3,-21,-1,3
CCOc1ccc(N(CC(=O)NCc2cccs2)S(=O)(=O)c2c(C)noc2C)cc1,-7,0,-10,-14,-4,1,-7,-7,-3
Cc1cc(C(=O)CSc2nnc(-c3cccs3)o2)c(C)n1-c1ccccc1,-68,-7,-27,-59,5,8,-14,9,6
N#Cc1c(NC(=O)CCCl)sc2c1CCCCC2,22,2,-6,-2,-1,1,-14,-5,5

# Other compounds.
SMILES,m-calpain inh,Runt-SMMHC FRET,EBV gp42 inh,NCF1 inh,p97 ATPase inh,Runt-CBFb FRET,Furin inh,RBBP9 inh,Tb hexokinase
Nc1c2c(nc3ccn(Cc4ccccc4)c(=O)c13)CCC2,·,-2,·,·,4,-1,-30,-2,-6
COCCn1c(=O)[nH]c2cc(C(=O)NCCN3CCN(c4ccccc4F)CC3)ccc2c1=O,-32,0,-6,-9,5,-173,-23,2,-10
COc1ccc(C2C(C(=O)NCCN3CCOCC3)c3ccccc3C(=O)N2C2CCCCC2)cc1 (centres undefined),8,-7,-18,-6,2,0,9[20 µM],-5,-9
O=C(CNCc1ccco1)Nc1cc(S(=O)(=O)N2CCOCC2)ccc1N1CCCC1,-24,-4,3,-3,-4,0,-20,-5,-8
O=C(O)C1C2CCCCC2=C2CCCCC2C1C(=O)c1ccccc1 (centres undefined),18,-1,-8,-1,-6,0,-18,-9,-10
CC(C)c1ccc(C2CC(=O)N3CN(Cc4ccco4)CSC3=C2C#N)cc1 (centres undefined),21,15,6,-4,5,34,-18,-3,-4
CN(C)S(=O)(=O)N1CCc2ccccc2C1,-18,4,-22,-10,-5,2,-4,-4,-1
Cc1ccccc1C(=O)NNc1ncnc2c1cnn2C,7,4,-11,-4,5,2,-27,-9,-2
CN1CCN(c2nc3c(c(=O)[nH]c(=O)n3C)n2CCCSc2ncccn2)CC1,-7,6,-19,-11,2,2,-3,4,-7
O=C(CCCn1c(=O)oc2ccccc21)NC1CCCCCC1,15,-1,-20,-5,2,-2,-24,1,-9
COC(=O)c1sc2ccccc2c1NC(=O)c1coc2ccccc2c1=O,20,-6,-10,10,3,0,-14,-11,-8
Cc1ccc(-n2nc(C(=O)N3CCOCC3)cc2-c2ccc(Cl)cc2)cc1,-2,6,-5,-9,-3,-6,-23[20 µM],0,-4
C/C(=N\N=C(/N)SC1CC(=O)N(c2ccc(Br)cc2)C1=O)c1cccs1 (centres undefined),-130,0,-4,-26,3,-3,-17[20 µM],-6,-20
C/C(=N\NC(=O)c1ccncc1)c1cccs1,11,-3,3,-7,-1,-2,-24,-5,-23
CCOc1ccc(Cl)cc1/C=N/NC(=O)c1ccccc1,-10,-5,-10,-8,2,-2,-16,-6,-1
Cc1cccc(N=C2NN=C(c3ccccc3F)CS2)c1C,-16,-4,-2,-6,-3,-3,-20,-6,-6
Cc1cc(C)nc(NS(=O)(=O)c2ccc(CC(C)C)cc2)c1,-25,1,-19,1,-6,0,-13,-2,4
CC1CCN(c2c(NCc3ccc(C(=O)NCc4cccnc4)cc3)c(=O)c2=O)CC1,6,2,-8,-4,5,3,-24,1,-6
Cc1nc2ccccc2c(=O)n1C1CCCCCC1,4,1,-25,-8,2,-1,-16,-7,1
Cc1ccc(S(=O)(=O)N2CCOCC2)cc1NC(=O)CSc1nccn1C,-2,2,-1,-12,0,0,-28,-2,3
Cc1cc(C=C2C(=O)c3ccccc3C2=O)c(C)n1C,19,-8,39,1,-7,0,0,-5,-3
CCO[C@@H]1OC(C(=O)N2CCN(Cc3ccccc3)CC2)=C[C@H](c2ccc(Br)cc2)[C@H]1CCCO,-6,-5,-13,·,-9,-3,-25,-1,-12
Cc1cccc(/C(N)=N/OC(=O)c2cccs2)c1,-8,0,-23,-6,-5,-2,-19,-4,16
COCCCNC(=O)C1CC(=O)N(Cc2ccc(OC)cc2)C1 (centres undefined),-2,-7,-11,-10,4,-1,-17,-5,3
